Screens (PubChem)
Rab9 prom act: activators of Rab9 promoter. Potency, µM (top dose mostly 9.22 µM), without a hit: at the highest dose activation, negative = inhibition, usual class: activators. Huh7 Rab9 promoter-luciferase reporter, luminescence, 24 h. 2.8% of 320,000 active; further: potency means the concentration at half of the fitted maximal effect; % of control where 0% means no effect; nearly all actives have a fitted effect of over 60% in size
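Luminescence read-out: Huh7 cells stably expressing Rab9-luciferase, treated 24 h with compound at 37 °C, then lysed with luciferase reagent for 10 min at ambient before reading.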
ELG1 repair inh: ELG1-dependent DNA repair inhibition | Potency, µM (top dose mostly 46.1 µM), inactives show at the highest dose activity change, negative = inhibition, hits mostly inhibitors | HEK293T ELG1-luciferase reporter, luminescence, 16 h; DNA damage induced by 5-fluorouridine | 2.3% of 330,000 active; further: potency means the concentration at half of the fitted maximal effect; on the % scale 0 is the no-effect control and ±100 the full control effect; nearly all actives have a fitted effect of over 55% in size
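In this reporter screen, reduction of luminescence relative to DMSO vehicle indicated activity. Compounds and 5-fluorouridine were added together to 2,000 cells per well, incubated for 16 hr at 37 °C, then developed with ONE-Glo.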
Menin MLL FP TR: displaces Texas Red mutant MLL peptide from human menin | O00255 | Menin + Texas Red MLL mutant peptide, fluorescence polarization | Potency, µM (titrated, usually from 61.6 µM), for the others: top-dose FP activity change, negative = inhibition, actives largely listed as inhibitors | 0.23% of 270,000 active; active means well fitted inhibition curve with a large enough effect in the polarisation, with a control signal flat, not every such curve was filed as active; inconclusive means small, poorly fitted or top-dose-only effect, or effect the other way, or a change in a side signal; inactive means no such curve, though single readings can be large or run the other way; the % refers to the polarisation; further: potency means the concentration at half of the fitted maximal effect; % of control where 0% means no effect; many of its hits are not listed in these tables
VP16 counter: Gal4-VP16 reporter inhibition counter-screen | Drosophila S2 Gal4-VP16 UAS-luciferase, luminescence, 20 h | Potency, µM (doses to about 53.6 µM), for inactives: top-dose activity, negative = inhibition, hits mostly inhibitors | 3.5% of 310,000 active;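 further: Gal4-VP16 expression switched on by copper sulfate through the metallothionein promoter; potency means the concentration at half of the fitted maximal effect; on the % scale 0 is the no-effect control and ±100 the full control effect; nearly all actives have a fitted effect of over 50% in size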
KCNH2 3.1 inh: KCNH2 3.1 (human) potassium channel inhibition | AID 720553 | U2OS KCNH2 3.1, thallium flux FluxOr; active compounds read low | activity change, % (tested at about 1.8 µM) | 0.95% of 340,000 active;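 active means maximum activity change below -70%; inconclusive means maximum activity change from -70% to -50%; inactive means maximum activity change above -50%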;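 further: thallium influx rate constant from kinetic fluorescence after stimulation buffer; on the % scale 0 is the no-effect control and ±100 the full control effect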
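We transduce U2OS cells with the mutant 3.1 virus, culture them overnight, load FluxOr with Red40 quencher for 45 min, then add stimulation buffer and read kinetically for 2 min to derive a normalized rate constant.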
PKM2 activator: activators of human pyruvate kinase M2; AID 1631; purified PKM2, Kinase-Glo ATP luminescence, activation; response scale: 0% is enzyme alone, no compound; 0.34% of 260,000 active; P14618; Potency, µM (doses to about 57.5 µM), for the others: top-dose activation, usual class: activators; further: potency means the concentration at half of the fitted maximal effect; on the % scale 0 is the no-effect control and ±100 the full control effect; nearly all actives have a fitted effect of over 55% in size
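Kinase-Glo luminescence reports ATP generated from ADP (0.1 mM) and PEP (0.5 mM) by purified hPK-M2 after 1 h at room temperature, pH 7.2 imidazole buffer; intermediate enzyme activity allows detecting inhibitors and activators.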
FLuc modulator: counter-screen for miR-21 project: firefly luciferase inhibitors or activators | P08659 | Potency, µM (highest dose often 57.5 µM), for inactives: at the highest dose activity change, negative = inhibition, most hits filed as inhibitors | purified FLuc, Km substrates, luminescence inhibition | 6.9% of 360,000 active | AID 588342;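 further: potency means the concentration at half of the fitted maximal effect; plate controls were vehicle for no effect and reference inhibitor for full effect; nearly all actives have a fitted effect of over 55% in size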
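Purified P. pyralis luciferase (10nM final) with 10uM D-luciferin and 10uM ATP (Km levels) in 50mM Tris acetate pH 7.5, 10mM Mg acetate, 0.01% Tween-20, 0.05% BSA; qHTS 6-point titration, ~60 µM downward; luminescence read.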
MBNL1 CUG block: inhibitors of human MBNL1 binding to CUG repeat RNA. Q9NR56. TR-FRET MBNL1-His/biotin-(CUG)12 binding, 665/545 ratio. Potency, µM (titrated, usually from 57.5 µM), for inactives: at the top dose activity change, negative = inhibition, actives largely listed as inhibitors. 0.036% of 280,000 active. AID 2675; active means well fitted inhibition curve with a large enough effect in the signal ratio, with a control signal flat, not every such curve was filed as active; inconclusive means small, poorly fitted or top-dose-only effect, or effect the other way, or a change in a side signal; inactive means no such curve, though single readings can be large or run the other way; the % refers to the signal ratio; further: potency means the concentration at half of the fitted maximal effect; on the % scale 0 is the no-effect control and ±100 the full control effect
Target sequence (Q9NR56 whole entry, looked up): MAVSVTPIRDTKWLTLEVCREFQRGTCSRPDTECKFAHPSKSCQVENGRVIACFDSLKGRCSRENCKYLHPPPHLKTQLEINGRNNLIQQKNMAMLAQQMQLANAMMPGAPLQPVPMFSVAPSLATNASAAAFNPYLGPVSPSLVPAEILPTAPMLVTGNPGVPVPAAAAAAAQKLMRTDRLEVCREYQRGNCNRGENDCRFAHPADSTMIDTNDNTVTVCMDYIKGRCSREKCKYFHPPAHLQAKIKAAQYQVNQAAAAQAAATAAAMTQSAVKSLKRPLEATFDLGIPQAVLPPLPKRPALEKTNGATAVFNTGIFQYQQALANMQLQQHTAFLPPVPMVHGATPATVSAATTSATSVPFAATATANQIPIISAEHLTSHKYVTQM
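Ratiometric TR-FRET (665 over 545 nm, excitation 340 nm) tracks disruption of MBNL1-His/biotin-(CUG)12 complex after 60 min at room temperature, with compounds at 92 nM to 58 uM final.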
NPC1 prom act: activates the NPC1 promoter; Huh7 NPC1 promoter luciferase reporter, 24 h; 2.4% of 320,000 active; Potency, µM (series often up to 9.22 µM), without a hit: at the top dose activation, most hits filed as activators;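 further: potency means the concentration at half of the fitted maximal effect; % of control where 0% means no effect; nearly all actives have a fitted effect of over 60% in size; reporter is driven by a mutant NPC1 promoter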
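Compounds in DMSO were transferred onto Huh7 NPC1-luciferase reporter cells pre-incubated 2 h; after 24 h at 37 °C, Amplite reagent was dispensed and luminescence recorded 10 min later.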
Mito fusion act: mitochondrial division inhibition or fusion activation; Potency, µM (top dose mostly 46.1 µM), inactives show at the highest dose growth rescue (activation), hits mostly activators; 0.23% of 320,000 active; S. cerevisiae fusion-defective mutant growth rescue, CellTiterGlo 48 h;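 further: potency means the concentration at half of the fitted maximal effect; % of control where 0% means no effect; nearly all actives have a fitted effect of over 45% in size; temperature-sensitive fusion mutants such as fzo1-1 at 37 °C on non-fermentable ethanol glycerol medium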
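Growth-rescue viability read-out: after 48 h at the non-permissive 37C in glycerol/ethanol YPEG, yeast mitochondrial fusion mutants are measured by CellTiterGlo luminescence; compounds (23 nl pinned per well) restoring growth score as division inhibitors or fusion activators.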
RORgamma inh: blocks mouse ROR gamma transcriptional activity; P51450; AID 2551; 5.4% of 310,000 active; Potency, µM (doses to about 53.6 µM), inactives show at the top dose activity change, negative = inhibition, hits mostly inhibitors; Drosophila S2 Gal4-RORgamma UAS-luciferase reporter, 20 h; further: potency means the concentration at half of the fitted maximal effect; on the % scale 0 is the no-effect control and ±100 the full control effect; nearly all actives have a fitted effect of over 60% in size
Target sequence (P51450 whole entry, looked up, the tested form may be a part): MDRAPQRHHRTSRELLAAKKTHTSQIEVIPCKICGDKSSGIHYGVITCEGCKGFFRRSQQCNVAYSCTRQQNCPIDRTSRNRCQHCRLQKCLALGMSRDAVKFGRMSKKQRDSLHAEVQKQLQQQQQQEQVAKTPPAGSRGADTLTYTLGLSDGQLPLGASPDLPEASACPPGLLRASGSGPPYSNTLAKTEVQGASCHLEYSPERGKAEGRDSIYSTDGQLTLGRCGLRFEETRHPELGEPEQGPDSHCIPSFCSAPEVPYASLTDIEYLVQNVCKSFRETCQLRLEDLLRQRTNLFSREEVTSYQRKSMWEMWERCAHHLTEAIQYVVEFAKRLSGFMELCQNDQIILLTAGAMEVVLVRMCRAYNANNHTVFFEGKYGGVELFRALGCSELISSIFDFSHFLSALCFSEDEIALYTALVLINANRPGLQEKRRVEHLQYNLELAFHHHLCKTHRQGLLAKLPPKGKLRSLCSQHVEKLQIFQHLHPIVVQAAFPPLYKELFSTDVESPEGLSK
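Stably transfected Drosophila Schneider cells are the test system, with ROR gamma fused to Gal4 and luciferase under UAS control; luminescence is read after 20 hr of 700 uM copper sulfate induction at ambient temperature.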
Starred values were filed as active, the others as inactive; u = inconclusive; x = no result given. Unless noted, the call rests on the fitted dose curve; in most records, active means well fitted curve in the direction sought with a large enough effect; inconclusive means small, poorly fitted or top-dose-only effect, or another doubt; inactive means no such curve, though single readings can be large; an effect the other way counts as inactive or inconclusive. A portion of the library; rates above refer to the full screens.

SMILES,Rab9 prom act,ELG1 repair inh,Menin MLL FP TR,VP16 counter,KCNH2 3.1 inh,PKM2 activator,FLuc modulator,MBNL1 CUG block,NPC1 prom act,Mito fusion act,RORgamma inh
CC(C)C(=O)Nc1ccc(-c2nc3cccnc3o2)cc1,0.5µM*,u,-26%,u,4,2%,2.7µM*,10%,0.56µM*,8%,43%
C=CCn1c(SCC(=O)NCC2CCCO2)nc2sc(C)c(C)c2c1=O (stereo unspecified),6%,6%,x,2%,3,2%,1%,1%,0%,-1%,-12%
COCc1cc(=O)[nH]c(Nc2nc3ccc(C)cc3o2)n1,28%,u,1%,3.2µM*,5,-1%,17µM*,2%,23%,30%,4.5µM*
CCN(CC)c1ccc(/C=C2/C(=O)c3ccc(C(=O)O)cc3C2=O)cc1,-6%,u,u,u,-3,-32%,0.48µM*,x,-2%,-5%,u
Nn1c(SC/C=C/c2ccccc2)nnc1-c1ccncc1,x,x,-20%,16%,-2,2%,-16%,-10%,x,0%,4%
Cc1oc(-c2cccc(F)c2)nc1CN(Cc1ccccc1)C[C@@H]1CCC(=O)N1,6%,2%,u,2%,5,-20%,3%,7%,1%,13%,-18%
COc1nc(Nc2ccc3c(c2)OCO3)nc(OC)n1,-1%,u,2%,26%,4,-2%,-7%,-12%,18%,2%,44%
NNC(=O)c1cccc(COCC(F)(F)C(F)F)c1,2%,-7%,x,-13%,10,0%,7%,-9%,-5%,-1%,-2%
CCN1CCN(S(=O)(=O)c2ccc(Cl)c(C(=O)NC3CCCC3)c2)CC1,-2%,6%,x,x,-3,x,-3%,x,-6%,-3%,x
O=C(Cc1ccc(Cl)cc1)Nc1cccc2ncccc12,-11%,-19%,14%,-19%,3,3%,-3%,5%,-3%,0%,32%
CCOc1ccccc1NC(=O)C(OC(=O)c1ccc(O)cc1)c1ccccc1 (stereo unspecified),0%,u,-19%,u,12,1%,-1%,-6%,-6%,u,18µM*
CNc1nnc(-c2ccc(C)cc2)c2ccccc12,-3%,4%,-27%,11%,5,-1%,3%,11%,8%,6%,36%
CC(=O)c1ccc(NC(=O)CCC(=O)N2CC(C)Oc3ccc(C)cc32)cc1 (stereo unspecified),-13%,-4%,x,-2%,-25,x,0%,1%,-1%,3%,7%
CCCCNC(=S)NNC(=O)C12CC3CC(CC(C3)C1)C2,0%,12%,19%,u,9,3%,3%,-2%,-1%,-6%,14µM*
CCCC(=O)N(CC(=O)Nc1sc(C)c(C)c1C(N)=O)Cc1ccccc1,-12%,u,-11%,7%,2,-1%,-1%,-3%,-6%,3%,17%
O=C(NCC(=O)N1CCOCC1)c1ccc(Br)o1,11%,0%,x,x,4,x,-3%,x,3%,13%,x
CCN1CCN(S(=O)(=O)c2ccc(Cl)c(C(=O)N(C)Cc3ccco3)c2)CC1,-5%,8%,x,x,-2,x,2%,x,0%,3%,x
Nc1ccc(N2CCN(CCCCN3C(=O)C4CCCN4C3=O)CC2)cc1 (stereo unspecified),1%,-19%,-13%,-4%,5,1%,1%,u,-1%,2%,-4%
Cc1ccc(SC(C)c2nc(-c3ccncc3)no2)cc1 (stereo unspecified),-5%,-9%,-6%,-2%,1,3%,-3%,-14%,1%,3%,3%
O=C(/C=C/c1ccc(F)cc1)Nc1ccc(S(=O)(=O)N2CCOCC2)cc1,0%,-4%,u,1%,4,-4%,-12%,-1%,0%,-2%,-1%
CN(C(=O)CC1C(=O)NCCN1Cc1ccccc1F)C1CCOCC1 (stereo unspecified),7%,27%,-11%,-9%,-2,0%,-2%,1%,1%,-1%,-4%
C/C(=N\NC(=O)Cc1cccn1C)c1ccco1,-4%,u,x,-5%,1,3%,-12%,-3%,-5%,-7%,4%
Cc1c(C(=O)OCC(=O)N2CC(C)CC(C)C2)oc2ccccc12 (stereo unspecified),-5%,2%,x,x,11,x,0%,x,-1%,23%,x
CCOC(=O)Cc1csc(NC(=O)/C=C/c2ccco2)n1,28%,23%,x,-4%,-8,6%,11µM*,u,16%,-1%,1%
Cc1ccc(-c2nc(C=Nc3ccccc3)c(O)o2)cc1,u,u,18%,-12%,5,1%,9.5µM*,11%,18%,-2%,-28%
NC(=O)c1nsc(C(=O)N(c2cccc(O)c2)C(C(=O)NC2CCCC2)c2ccc(Cl)cc2)c1N (stereo unspecified),-3%,-17%,0%,-7%,-24,0%,-1%,-2%,-4%,6%,-1%
CCN=C1NN=C(c2cc(C)n(CCc3ccccc3)c2C)CS1,-1%,22%,-19%,-2%,6,9%,-16%,-2%,3%,6%,0%
CCCCCC(CC(=O)NO)C(=O)NC(C(=O)N1CCCC1CO)C(C)C (stereo unspecified),-2%,-24%,x,x,-3,x,3%,x,-1%,1%,x
Cc1ccc(-c2ccc(C)c(N)c2C)c(C)c1N,2%,-29%,11%,-2%,15,-4%,-5%,-2%,0%,-9%,-5%
COC(=O)C1C(O)=C(C=NC2CCCCC2)C(=O)CC1(C)C (stereo unspecified),1%,-1%,7%,-2%,6,-1%,1%,5%,-3%,0%,0%

Some of these compounds in order of heavy-atom count, smallest number first.
SMILES,Rab9 prom act,ELG1 repair inh,Menin MLL FP TR,VP16 counter,KCNH2 3.1 inh,PKM2 activator,FLuc modulator,MBNL1 CUG block,NPC1 prom act,Mito fusion act,RORgamma inh
NNC(=O)c1cccc(COCC(F)(F)C(F)F)c1,2%,-7%,x,-13%,10,0%,7%,-9%,-5%,-1%,-2%
O=C(Cc1ccc(Cl)cc1)Nc1cccc2ncccc12,-11%,-19%,14%,-19%,3,3%,-3%,5%,-3%,0%,32%
C=CCn1c(SCC(=O)NCC2CCCO2)nc2sc(C)c(C)c2c1=O (stereo unspecified),6%,6%,x,2%,3,2%,1%,1%,0%,-1%,-12%
CCN1CCN(S(=O)(=O)c2ccc(Cl)c(C(=O)N(C)Cc3ccco3)c2)CC1,-5%,8%,x,x,-2,x,2%,x,0%,3%,x
NC(=O)c1nsc(C(=O)N(c2cccc(O)c2)C(C(=O)NC2CCCC2)c2ccc(Cl)cc2)c1N (stereo unspecified),-3%,-17%,0%,-7%,-24,0%,-1%,-2%,-4%,6%,-1%

Continuation:
SMILES,Rab9 prom act,ELG1 repair inh,Menin MLL FP TR,VP16 counter,KCNH2 3.1 inh,PKM2 activator,FLuc modulator,MBNL1 CUG block,NPC1 prom act,Mito fusion act,RORgamma inh
CCN(CC)C(=O)c1ccc(-c2nnc(Nc3cccc(O)c3)c3ccccc23)cc1,-2%,u,-3%,-3%,-7,-1%,-15%,u,6%,0%,-1%
COC(C[C@H](O)C[C@H](O)[C@H](C)OCc1ccccc1)OC,-3%,21%,x,-1%,2,-3%,-1%,-7%,0%,-8%,-4%
Cc1cc(NC(=O)CSc2nc3ccsc3c(=O)n2NC(=O)c2ccccc2)no1,14%,u,15%,1%,-7,-4%,1%,-2%,-3%,0%,-14%
Cc1ccc(C[n+]2cc(-c3ccc(Cl)cc3)n3c2CCC3)cc1,-27%,4.6µM*,x,-5%,-23,0%,5%,-10%,-11%,0%,43%
Cc1nnc(SCC(=O)Nc2nc(-c3ccc(F)cc3)cs2)[nH]c1=O,-1%,-3%,13%,9%,8,1%,17µM*,4%,-5%,26%,2%
CC1CCCCN1S(=O)(=O)c1ccc2c(c1)CCN2C(=O)C1CCC1 (stereo unspecified),1%,4%,0%,11%,1,1%,2%,-3%,2%,0%,30%
CCOC(=O)C1(C)C=C(Nc2ccc(C)cc2)C(=O)N1c1ccc(C)cc1 (stereo unspecified),1%,9%,-4%,6%,-14,-5%,-4%,-3%,4%,0%,-19%
CCc1ccc(C(=O)COC(=O)c2ccc(Cl)nc2)cc1,u,u,9%,-3%,15,1%,9.5µM*,3%,17%,-3%,4%
